# SIAE inh: human SIAE inhibition, primary screen; SIAE FP-Rh probe binding, fluorescence polarization; inhibition, % at 9.66 µM; Q9HAT2; 370,000 tested, 0.69% active;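 active means inhibition above a cutoff: mean of compounds within the control limits plus 3 SD of those, cut at about 17% in these data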;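 further: 0% = plate median of compound wells and 100% = probe without SIAE protein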
# Target sequence (Q9HAT2 whole entry, looked up): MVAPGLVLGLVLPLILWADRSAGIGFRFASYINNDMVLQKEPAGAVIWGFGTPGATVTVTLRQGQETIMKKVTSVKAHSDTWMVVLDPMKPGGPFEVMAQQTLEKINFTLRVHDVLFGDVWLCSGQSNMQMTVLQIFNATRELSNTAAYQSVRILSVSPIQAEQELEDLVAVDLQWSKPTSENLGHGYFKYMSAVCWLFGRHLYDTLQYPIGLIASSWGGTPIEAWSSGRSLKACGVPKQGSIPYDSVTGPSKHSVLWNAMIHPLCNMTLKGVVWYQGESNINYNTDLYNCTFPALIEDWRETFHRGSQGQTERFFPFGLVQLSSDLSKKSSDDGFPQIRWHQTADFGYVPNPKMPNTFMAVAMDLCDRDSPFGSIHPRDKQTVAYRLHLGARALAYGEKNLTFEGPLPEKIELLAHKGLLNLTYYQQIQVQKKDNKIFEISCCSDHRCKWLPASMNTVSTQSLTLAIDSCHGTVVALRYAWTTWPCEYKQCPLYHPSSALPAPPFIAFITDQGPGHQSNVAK
# LEDGF integ inh: blocks HIV-1 LEDGF/p75-dependent DNA integration; inhibition, % at 3.7 µM; TR-FRET IN-LEDGF/p75 DNA integration, Eu/Cy5; 370,000 tested, 0.64% active;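 active means inhibition above the screen-wide mean plus 3 SD, cut at about 13% in these data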;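 further: signal is the Cy5 over europium emission ratio at 671 and 618 nm; 0% = plate median of compound wells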
# ABHD4 inh: ABHD4 (mouse) inhibition, primary FP screen; purified mABHD4, FP-Rh probe fluorescence polarization; inhibition, % at 8.92 µM; 370,000 tested, 0.54% active; AID 720543;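 active means inhibition exceeding the mean over every tested compound plus 3 SD, cut at about 30% in these data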;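 further: 0% = plate median of compound wells and 100% = S159A mutant with DMSO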
#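 Assay system: wild-type mouse ABHD4 protein; compound: single nominal dose of 8.92 µM, 0.89% DMSO final; schedule: 45 min + 60 min at 25 °C; measured by: FP readout, ex 525 nm / em 598 nm; evaluation: % inhibition of FP-Rh probe binding versus controls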
# PG9 binder: binds the HIV-1 gp120 antibody PG9; TR-FRET gp120-PG9 antibody binding; inhibition, % at 6.7 µM; 360,000 tested, 0.43% active; AID 624416; in the data active means inhibition above about 8.5%
# rCAG binder: binds r(CAG) RNA repeats. r(CAG) RNA repeat, TO-PRO-1 dye displacement fluorescence. inhibition, % at 3 µM. 370,000 tested, 1.3% active;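 active means inhibition above the plate cutoff, the mean of all test compounds on that plate plus 3 SD, cut at about 35% in these data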;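 further: 0% = DMSO alone and 100% = 100 µM mitoxantrone as full dye displacement; higher means more dye released from RNA so lower well fluorescence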
# NR1D1 modulator: modulates human Rev-erb alpha binding to DNA; P20393; Rev-erbα–FITC-DNA binding, fluorescence polarization, 90 min; activity, % at 10 µM; 370,000 tested, 0.79% active; AID 1259318;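 active means activity above about 14%, limit read from the data; passing the limit was not always enough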;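 further: 0% = DMSO wells with 35 nM protein and 100% = DMSO wells with 750 nM protein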
# TDP2 inh: blocks human TDP2 phosphodiesterase activity; recombinant TDP2, T5PNP hydrolysis, p-nitrophenol absorbance 415 nm; inhibition, % at 12.8 µM; 370,000 tested, 0.34% active;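 active means inhibition above the mean of all tested compounds plus 3 SD, set per campaign, cut at about 25% in these data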;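 further: 0% = DMSO with enzyme and 100% = buffer with substrate but no TDP2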
# Target sequence (O95551 whole entry, looked up): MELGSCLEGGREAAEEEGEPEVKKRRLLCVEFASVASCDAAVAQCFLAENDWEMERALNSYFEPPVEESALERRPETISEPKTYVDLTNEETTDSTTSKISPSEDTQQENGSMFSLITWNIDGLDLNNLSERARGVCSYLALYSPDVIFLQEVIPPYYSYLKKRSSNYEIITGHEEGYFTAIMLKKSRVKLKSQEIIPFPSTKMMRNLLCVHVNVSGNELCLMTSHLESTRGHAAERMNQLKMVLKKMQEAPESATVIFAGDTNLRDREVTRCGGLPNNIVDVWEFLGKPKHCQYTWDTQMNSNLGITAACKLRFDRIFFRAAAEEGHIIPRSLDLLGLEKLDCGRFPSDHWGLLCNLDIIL
#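 Material: recombinant human TDP2; quantity: TDP2 enzyme at 120 nM final; medium: Tris-HCl pH 7.5 with MgCl2; compound: single concentration, 12.8 µM nominal, with 1% DMSO; incubation: 2 h enzyme incubation at 37 °C; signal: epi absorbance; measure: percent inhibition; benchmarks: high control without enzyme, low control DMSO plus TDP2; repeats: singlicate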
# TCR CD3 inh: blocks the human TCR-CD3 interaction; TAMRA-labeled TCR probe fluorescence, biochemical; 360,000 tested, 0.37% active; inhibition, % at 9.4 µM; AID 651800; in the data active means inhibition above about 19%;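 further: recombinant mutant TCR 2C K166C tagged with TAMRA read by polarization; 0% = receptor in buffer alone and 100% = receptor with positive control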
# PRMT1 FP inh: inhibitors of human PRMT1 | recombinant PRMT1, activity-based probe fluorescence polarization | inhibition, % at 2.79 µM | Q99873 | 370,000 tested, 1.3% active;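 active means inhibition above about 21% made by adding two undisclosed values, limit read from the data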
# HTRA1 inhibitor: inhibitors of human serine peptidase HTRA1 | Q92743 | recombinant HTRA1, FP-rhodamine activity-based probe, fluorescence polarization | inhibition, % at 5.96 µM | 340,000 tested, 0.5% active | AID 504803; in the data active means inhibition above about 36%;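 further: 0% = enzyme with DMSO and 100% = wells lacking enzyme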
# Numbers without * were called inactive; nt = not tested or not shown. Only part of the results is shown; rates above refer to the full screens.
# Values run as follows: SIAE inh, LEDGF integ inh, ABHD4 inh, PG9 binder, rCAG binder, NR1D1 modulator, TDP2 inh, TCR CD3 inh, PRMT1 FP inh, HTRA1 inhibitor
- Cc1ccc(/C=N/NC(=O)NN(C)c2ncc(C(F)(F)F)cc2Cl)cc1
  -7.2, -5.5, -0.2, -0.4, -4.3, -4.9, -8.2, -2.2, 1.3, -5.5
- CC(C)(C)C(=O)CSc1nc2ncc(Br)cc2[nH]1
  -8.7, -0.8, -4.6, -0.3, 0.0, -1.1, -6.3, 4.9, -0.6, -8.8
- Cc1cccc2c1-c1sc(C(=O)N3CCc4ccccc4C3)cc1CO2
  -5.3, -3.1, -15.6, 0.3, 7.3, -0.8, 4.2, 2.4, -0.3, -51.2
- Cc1cc(C)c(S(=O)(=O)N(C)c2ccccc2)c(C)c1
  1.9, 4.2, 3.6, -0.1, -5.0, 7.9, 0.7, 6.4, -2.0, -6.9
- N/C(=N\OC(=O)c1ccc(Cl)c([N+](=O)[O-])c1)c1ccccc1
  0.1, -3.6, -1.1, -2.0, 2.5, -5.2, -3.5, -14.8, 4.0, 2.6
- Cc1noc(C)c1CSc1ncnc2sc(C)c(C)c12
  5.7, -0.9, 3.5, -1.4, 0.8, -3.4, 1.4, 3.4, -1.6, 0.0
- O=C(CN1C(=O)c2cccc3cccc1c23)N1CCN(c2ccccc2)CC1
  -1.8, -0.1, 4.9, 1.3, -4.5, 17.3, 6.5, 2.6, -3.6, 0.0
- CC(C)C(=O)Nc1nnc(Sc2ccc(N(C)C)cc2)s1
  3.4, -2.0, 7.0, -0.7, -2.9, -6.2, 2.6, -2.0, -1.2, -1.1
- CCSc1nnc(NC(=O)C(C)Sc2nc3ccccc3[nH]2)s1 (stereo unspecified)
  2.0, 2.1, -7.8, -2.9, 10.2, -4.5, -11.5, 3.9, 0.6, -10.6
- CCN(CC)CCNC(Cc1ccccc1)c1cccc(OC)c1 (stereo unspecified)
  2.7, 8.6, 2.5, 0.7, 4.2, -4.0, -1.3, 2.8, -4.5, -6.0
- O=C(c1cccc(S(=O)(=O)NCCOc2ccccc2)c1)N1CCN(c2ncccn2)CC1
  -5.4, -3.1, 2.1, 0.5, -1.5, -0.1, 6.3, -3.0, 2.8, -1.9
- CC(=O)c1c(C)[nH]c(C(=O)OC2CCCCC2=O)c1C (stereo unspecified)
  3.2, -5.1, 3.3, -0.8, 0.0, 11.0, -2.0, -2.8, 1.7, 7.0
- Cn1ccc2cc(NC(=O)Nc3cccnc3)ccc21
  16.6, -7.7, 10.3, -3.8, 13.1, -12.6, -4.1, -9.4, 12.0, 10.6
- COc1ccc([C@H]2CC(=O)C=C(c3ccc(Cl)c(C(F)(F)F)c3)C2)cc1OC
  -10.5, 0.2, -12.9, -0.6, 1.7, 2.0, -2.5, 2.1, -1.2, -43.2
- COCCCn1c(C(=O)N2CCOCC2)cc2c(=O)n3cccc(C)c3nc21
  1.4, -0.8, 8.7, 0.4, -6.9, -1.7, 12.2, 2.3, 2.6, 4.0
- Cc1cccc(NC(=O)C(C)Sc2nc3ccccc3c(=O)n2CCCN2CCOCC2)c1 (stereo unspecified)
  9.4, -3.6, 2.6, -1.5, 2.2, -8.4, 1.8, -1.4, 2.2, -0.8
- CCOC(=O)COc1nc(-c2ccco2)cc(-c2ccco2)c1C#N
  -1.5, 0.0, -6.0, 0.6, 8.7, 6.8, 11.2, -0.5, -0.7, nt
- COc1cc2c(cc1NC(=O)CN1C(=O)NC3(CCc4ccccc43)C1=O)oc1ccccc12 (stereo unspecified)
  -57.0, 2.6, -54.5, -2.7, 24.2, 1.8, -6.2, 3.8, -2.4, -91.3
- Cc1ccc(O)c(C2=Nc3ccccc3N=C(c3cccc([N+](=O)[O-])c3)C2)c1
  0.3, 2.9, 4.2, -3.2, 3.0, 8.4, 3.5, 4.5, 2.8, -3.6
- COC(=O)c1c(NC(=O)C(Cl)Cl)sc2c1C(C(=O)OC)CC2 (stereo unspecified)
  3.5, 4.8, 1.0, -2.0, -0.1, -6.7, 4.3, 5.2, 0.7, 1.9

# One compound at a time (already shown).
# COc1cc2c(cc1NC(=O)CN1C(=O)NC3(CCc4ccccc43)C1=O)oc1ccccc12 (stereo unspecified) as listed: SIAE inh = -57.0; LEDGF integ inh = 2.6; ABHD4 inh = -54.5; PG9 binder = -2.7; rCAG binder = 24.2; NR1D1 modulator = 1.8; TDP2 inh = -6.2; TCR CD3 inh = 3.8; PRMT1 FP inh = -2.4; HTRA1 inhibitor = -91.3
# CC(=O)c1c(C)[nH]c(C(=O)OC2CCCCC2=O)c1C (stereo unspecified) as listed: SIAE inh = 3.2; LEDGF integ inh = -5.1; ABHD4 inh = 3.3; PG9 binder = -0.8; rCAG binder = 0.0; NR1D1 modulator = 11.0; TDP2 inh = -2.0; TCR CD3 inh = -2.8; PRMT1 FP inh = 1.7; HTRA1 inhibitor = 7.0

# Further results
# Values run as follows: SIAE inh, LEDGF integ inh, ABHD4 inh, PG9 binder, rCAG binder, NR1D1 modulator, TDP2 inh, TCR CD3 inh, PRMT1 FP inh, HTRA1 inhibitor
- CC(=O)C1=C(Nc2ccc(C)cc2)CC(C)(O)C(C(C)=O)C1c1ccco1 (stereo unspecified)
  -1.8, -0.6, 8.9, 3.0, 5.7, -1.1, -11.2, -0.7, -1.7, 2.4
- O=C(NCc1cccc(F)c1)Nc1nnc([C@H]2C[C@H](O)[C@@H](CO)O2)s1
  -0.8, -0.3, 6.1, -0.3, 0.6, -0.1, -5.6, 0.5, -0.5, nt
- Cc1ccccc1CC(=O)NCCN1CCOCC1
  1.9, -0.6, 2.9, -0.2, -0.4, 0.2, 14.7, 2.8, 1.1, -0.3
- CC(C)(CN1CCCCC1)NS(=O)(=O)c1ccc(Cl)cc1
  3.5, 0.5, -0.3, 0.8, -4.9, 0.4, 7.1, 2.6, -2.3, 1.5
- COCCN(C(=O)c1cccc(OC)c1)c1nnc(-c2ccncc2)s1
  4.6, 0.9, -6.2, 2.3, -8.5, 0.2, -4.0, -6.0, -1.5, -1.6
- Cn1cnnc1SCC(=O)Nc1ccccc1C(=O)NC1CC1
  -7.4, 0.4, -0.9, -2.8, 2.9, 0.6, 8.9, 6.0, -0.1, 0.5
- CCOc1ccccc1NC(=O)c1c(Br)cnn1C
  -5.7, -1.0, -4.3, 0.5, -4.3, 0.6, -1.7, -2.1, 3.0, -0.8
- Cc1cccc(N(C(=O)CCC(=O)Nc2ccccn2)C(C(=O)NC(C)C)c2ccc(F)cc2)c1 (stereo unspecified)
  6.1, -2.5, -2.0, -2.5, 2.4, -4.3, 23.8, -0.7, -3.8, 4.0
- O=C(CCSCc1ccc(Cl)cc1)NC1CCCC1
  -1.0, 9.1, -9.6, -2.5, -0.5, 1.9, -14.6, 2.3, -2.6, 4.1
- CCOC(=O)Cc1csc(NS(=O)(=O)c2ccc([N+](=O)[O-])cc2)n1
  1.2, 0.3, 2.6, -0.4, 9.8, -2.9, 13.6, -8.6, -0.3, 7.3
- CC1CN/C(=C\C(=O)c2ccccc2)C(=O)N1 (stereo unspecified)
  1.4, 1.7, -10.9, -1.7, 2.8, 0.8, -8.8, 1.4, 3.3, -2.6
- COc1ccc(N(C(=O)c2snc(C(N)=O)c2N)C(C(=O)NC2CCCCC2)c2ccc(C)o2)c(OC)c1 (stereo unspecified)
  -0.8, -0.9, -7.2, 0.6, 2.7, 1.0, 8.2, -3.7, 7.9, -11.2
- COC(=O)c1ccc(NC(=S)N2CCCC2)cc1
  5.9, -2.0, 0.7, -0.1, -3.5, -0.5, 1.0, -4.0, 0.4, -4.6
- O=C(NCCCO)c1cc2c(cn1)[nH]c1ccccc12
  -7.0, -0.2, 3.7, 1.2, 4.0, -3.6, -3.5, -1.8, 2.0, -2.3
- CCCOc1ccccc1C(=O)NC(CO)C(=O)O (stereo unspecified)
  -2.1, 2.9, -6.4, -3.0, -1.2, -5.2, -4.9, 1.9, -1.5, 5.0
- NC(=O)CC(NC(=O)Cc1ccc(Br)cc1)c1ccc(NC2CCCCCC2)c([N+](=O)[O-])c1 (stereo unspecified)
  -4.4, -0.6, 5.6, -1.9, 3.3, 1.0, -4.2, -2.1, 1.5, -7.4
- CCOc1ccc(NC(=O)CCn2c(=S)oc3ccccc32)cc1
  -5.2, 2.4, 3.9, 1.2, -1.1, -1.9, 12.5, -1.0, -2.2, 9.5
- COc1ccccc1C(=O)C1CCCN(C(=O)c2cnn(C(C)C)c2)C1 (stereo unspecified)
  -2.7, -2.5, 2.8, -0.4, -5.0, -6.7, -4.8, 2.2, -0.4, -2.5
- CC(C)CC1C(=O)N(Cc2cn(Cc3ccco3)nn2)CCS(=O)(=O)N1Cc1ccc(-c2ccc(F)nc2)cc1 (stereo unspecified)
  -6.4, -4.8, -12.0, 0.0, 15.3, 5.4, 1.5, -0.9, 6.1, -27.9
- COc1ccc(NC(=O)COc2ccccc2)cc1NC(=O)c1ccco1
  0.9, -1.9, -0.7, 3.5, -4.1, -1.4, -4.2, -3.5, -0.2, 6.2
- CC1(C)CC2(CC(c3cccs3)c3cc(Cl)c(O)cc3O2)NC(=S)N1 (stereo unspecified)
  -15.3, 1.0, 1.3, -1.0, 1.7, -1.5, -4.9, 5.3, 12.6, -14.3
- O=C(N1CCOCC1)N(CCN1CCOCC1)Cc1cccc(Cl)c1
  -2.6, -3.8, 3.5, -0.4, -6.5, -3.0, -5.0, 2.6, -0.3, 6.0
- Cc1cccc(CC2CC(=O)N(CCc3ccc4c(c3)OCO4)C2=O)c1 (stereo unspecified)
  -4.0, 6.6, -4.7, 0.4, 3.2, -1.0, -8.2, 11.8, 0.2, 2.6
- Cc1ccc(S(=O)(=O)n2oc(=O)c(C3CCCCC3)c2N)cc1
  -3.6, 1.0, -1.9, -0.9, 1.4, 16.8, 6.5, 0.9, -1.3, -11.7
- COc1ccc(S(=O)(=O)N/N=C(/C)c2ccncc2)cc1OC
  4.9, 5.4, -1.0, 1.1, 0.8, 0.1, 7.7, 2.9, 1.8, 1.4
- COc1ccc(-c2ccnc3nc(-n4cccc4)nn23)cc1
  -12.9, 2.9, -20.7, -0.9, 12.6, -8.9, 0.2, 1.1, -1.0, -18.2
- CC(=O)Nc1ccc(NC(=O)c2ccccc2S(=O)(=O)c2ccc([N+](=O)[O-])cc2)cc1
  -0.2, 3.0, -6.0, -3.0, 2.4, 2.4, -5.6, -4.5, -2.3, -2.5
- COc1cccc(-c2noc(CCC(=O)N3CCN(c4cc(C)ccc4C)CC3)n2)c1
  -1.1, 0.2, -8.1, -1.6, 4.7, -4.3, -4.6, 6.8, -1.9, -23.9
- CN(C)c1ccc(/C=N/NC(=O)c2ccc(CN3CCOCC3)cc2)cc1Br
  5.6, 0.9, -2.7, -0.5, -5.3, 5.5, -9.4, -4.9, -4.7, nt
- C[C@@H]1[C@H]2CCCC[C@H]2CN(C(=O)OC(C)(C)C)[C@@H]1c1cn(Cc2ccccc2)c2ccc(F)cc12
  2.3, 0.6, -7.2, -0.1, 5.5, 1.4, 6.3, 2.7, 3.8, -14.6
- O=C1CCN(Cc2ccccc2)C(=O)N1c1ccccc1
  4.4, 3.2, -7.3, -0.8, 0.6, -1.6, -2.2, -7.3, 0.1, 8.5
- Cc1cccc(/C=N\N=C\c2cccc(C)c2)c1
  -5.3, 2.4, -4.0, 0.8, 1.7, -4.0, -12.1, 6.8, -1.9, 0.9
